Bcl-XL Bim block: inhibitors of Bim-Bcl-XL binding, primary screen, biochemical, multiplexed, bead flow cytometry, human Bcl-XL | hit rate 0.04% among 190,000 | Bim peptide-Bcl-XL binding, fluorescence | inhibition, % at 10 µM | Bcl-2-like protein 1 (Homo sapiens), Q07817 | AID 1007, 2008
Target sequence (Q07817 whole entry, looked up): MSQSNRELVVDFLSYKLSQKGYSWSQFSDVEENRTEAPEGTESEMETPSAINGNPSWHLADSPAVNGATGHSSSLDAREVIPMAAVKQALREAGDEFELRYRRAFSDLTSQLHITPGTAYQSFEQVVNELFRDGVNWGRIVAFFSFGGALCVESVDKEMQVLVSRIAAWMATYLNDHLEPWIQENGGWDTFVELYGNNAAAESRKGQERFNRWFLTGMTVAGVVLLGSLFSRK
Mcl1-Bid inh: Mcl-1/Bid binding inhibitors, primary screen, biochemical, TR-FRET, 1536-well | hit rate 0.97% among 220,000 | TR-FRET Mcl-1/Bid-Dy647 peptide binding | AID 1021, 2008 | inhibition, % at 21.7 µM;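 active = compounds that cut the binding signal by more than half at the single screening dose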;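 also: His-tagged Mcl-1 with europium anti-His antibody binding Bid BH3 peptide; 0% = Mcl-1 plus peptide wells and 100% = peptide-only wells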
RGS4-Gao reg: modulators of RGS4 binding to Galphao, primary screen, biochemical, multiplexed bead flow cytometry; binding response (% of control), % at 10 µM; hit rate 0.33% among 220,000; actives lie on both sides; in the data active = binding response below about 49% or above about 150%; inactive = in between;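 also: fluorescent Galphao activated with aluminum fluoride binding bead-coupled RGS4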
RGS7-Gao reg: RGS7-Galphao binding modulators, primary screen, biochemical, multiplexed bead flow cytometry | Guanine nucleotide-binding protein G(o) subunit alpha (Homo sapiens), P09471 | actives lie on both sides | binding response (% of control), % at 10 µM | hit rate 0.35% among 220,000 | AID 1439, 2008; in the data active = binding response below about 49% or above about 150%; inconclusive = no clear call, values can overlap the other calls; inactive = in between;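 also: fluorescent Galphao held in activated GDP-AlF4 state binding bead-coupled RGS7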
Mcl-1 Bim block: inhibitors of Bim peptide binding to Mcl-1, primary screen, biochemical, bead-based flow cytometry, multiplex. inhibition, % at 10 µM. hit rate 0.1% among 190,000. Bim peptide-Mcl-1 binding;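 also: 0% = no compound tracer wells and 100% = peptide blocker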
Bcl-B Bim block: inhibitors of Bim-Bcl-B binding, primary screen, biochemical, multiplexed, human Bcl-2 family | Bcl-2-like protein 10 (Homo sapiens), Q9HD36 | inhibition, % at 10 µM | bead-based flow cytometry, Bim peptide-Bcl-B binding | hit rate 0.073% among 190,000;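 also: 0% = tracer peptide without compound and 100% = reference inhibitor peptide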
Target sequence (Q9HD36 whole entry, looked up): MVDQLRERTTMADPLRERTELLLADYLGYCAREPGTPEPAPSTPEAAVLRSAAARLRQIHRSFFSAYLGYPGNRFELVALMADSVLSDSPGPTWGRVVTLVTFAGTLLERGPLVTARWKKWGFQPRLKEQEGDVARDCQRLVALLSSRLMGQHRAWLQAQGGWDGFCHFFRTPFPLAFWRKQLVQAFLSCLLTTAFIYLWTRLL
GSH bead fluor: compound fluorescence on glutathione beads, profiling panel, artefact control, biophysical, 488/530 nm, flow cytometry; GSH beads flow cytometry, compound fluorescence 488/530 nm; active compounds read high; fluorescence (KMESF) at 10 µM; hit rate 0.25% among 190,000; AID 1776, 2009; in the data active = fluorescence above about 89;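 also: glutathione beads carrying GST-tagged Bcl family fusion proteins plus one bare bead set; values are compound well signal with DMSO vehicle wells as background; inactives centre near 16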
Bcl-2 Bim block: inhibitors of Bim-Bcl-2 binding, primary screen, biochemical, multiplexed, human Bcl-2 family; Apoptosis regulator Bcl-2 (Homo sapiens), P10415; Bead-based flow cytometry, Bim peptide-Bcl-2 binding; AID 950, 2007; hit rate 0.06% among 190,000; inhibition, % at 10 µM; in the data active = inhibition above about 40%; inconclusive = no clear call, values can overlap the other calls;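 also: 0% = no compound wells with probe peptide and 100% = reference peptide inhibitor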
Target sequence (P10415 whole entry, looked up): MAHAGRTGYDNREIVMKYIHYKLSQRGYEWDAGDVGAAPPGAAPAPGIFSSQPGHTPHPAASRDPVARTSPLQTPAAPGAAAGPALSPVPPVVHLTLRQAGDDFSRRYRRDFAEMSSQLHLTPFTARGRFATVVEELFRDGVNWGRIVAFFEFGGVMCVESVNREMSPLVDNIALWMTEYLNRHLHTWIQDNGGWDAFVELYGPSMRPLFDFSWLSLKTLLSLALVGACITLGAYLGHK
Bim-Bfl-1: inhibitors of Bim binding to Bfl-1, primary screen, biochemical, multiplexed, bead-based flow cytometry | Bim-Bfl-1 binding inhibition | inhibition, % at 10 µM | hit rate 0.12% among 190,000 | AID 1008, 2008;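 also: 0% = wells without compound plus tracer and 100% = blocker peptide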
Bcl-W Bim block: inhibitors of Bim binding to Bcl-W, primary screen, biochemical, multiplexed, bead-based flow cytometry; Bcl-2-like protein 2 (Homo sapiens), Q92843; inhibition, % at 10 µM; Bim peptide-Bcl-W binding; hit rate 0.02% among 190,000;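 also: 0% = bound tracer without compound and 100% = peptide blocker; higher means less fluorescent Bim peptide bound to Bcl-W beads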
Target sequence (Q92843 whole entry, looked up): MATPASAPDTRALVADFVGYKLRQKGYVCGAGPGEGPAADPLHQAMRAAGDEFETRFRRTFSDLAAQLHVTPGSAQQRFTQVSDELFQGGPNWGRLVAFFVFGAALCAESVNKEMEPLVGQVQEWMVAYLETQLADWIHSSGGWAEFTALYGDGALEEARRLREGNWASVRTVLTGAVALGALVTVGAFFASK
RGS8-Gao reg: RGS8-Galphao binding modulators, primary screen, biochemical, multiplexed bead flow cytometry; Guanine nucleotide-binding protein G(o) subunit alpha (Homo sapiens), P09471; actives lie on both sides; response (percent of control binding), % at 10 µM; hit rate 0.34% among 220,000; AID 1423, 2008; in the data active = response below about 60% or above about 140%; inactive = in between;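 also: Galphao activated as the GDP aluminium fluoride complex binding bead-coupled RGS8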
* hit, by the source's call; ? = inconclusive; nt = no result given. Rule as the data show it, unless noted: active = inhibition above about 40%.

Start of the data: the first 2 entries, ahead of the listing:
Molecule	Bcl-XL Bim block	Mcl1-Bid inh	RGS4-Gao reg	RGS7-Gao reg	Mcl-1 Bim block	Bcl-B Bim block	GSH bead fluor	Bcl-2 Bim block	Bim-Bfl-1	Bcl-W Bim block	RGS8-Gao reg
O=C(OCn1ncc(Br)c(Br)c1=O)c1ccccc1Cl	-1	0	96	101	0	-10	51	-6	-6	0	95
Cc1cccnc1NC(=S)NC(=O)/C=C/c1ccco1	-3	-30	99	100	0	-6	24	-4	-10	0	101

All compounds of this part, repeating the preview:
Molecule	Bcl-XL Bim block	Mcl1-Bid inh	RGS4-Gao reg	RGS7-Gao reg	Mcl-1 Bim block	Bcl-B Bim block	GSH bead fluor	Bcl-2 Bim block	Bim-Bfl-1	Bcl-W Bim block	RGS8-Gao reg
O=C(OCn1ncc(Br)c(Br)c1=O)c1ccccc1Cl	-1	0	96	101	0	-10	51	-6	-6	0	95
Cc1cccnc1NC(=S)NC(=O)/C=C/c1ccco1	-3	-30	99	100	0	-6	24	-4	-10	0	101
O=C(NCCCc1nc2ccccc2[nH]1)c1ccc(F)cc1	-3	-12	98	99	0	-1	11	0	-1	-1	100
CC(=O)c1ccc(NC(=O)CSc2ccsc2[N+](=O)[O-])cc1	-4	-35	95	95	-2	-3	10	-3	-11	-3	101
COc1ccc(C(=O)Nc2cccc(-c3ccc4nncn4n3)c2)cc1	-3	-18	109	?	0	0	12	-1	-3	0	107
CCCN1CCN(C(=O)Nc2cccc(C(F)(F)F)c2)CC1	-2	0	105	105	0	-3	13	-3	-4	-1	102
Cn1c(=O)oc2cc(S(=O)(=O)N3CCC(C(=O)N4CC=C(c5ccccc5)CC4)CC3)ccc21	-3	-8	101	100	0	-8	26	-4	-6	1	100
Cc1oc(C(C)(C)C)cc1C(=O)Nc1cccc(/C=C/C(=O)O)c1	-5	-22	94	95	-1	-2	24	-1	-1	-5	97
CCOC(=O)N1CCC(=NNc2ccc(S(=O)(=O)N3CCOCC3)cc2[N+](=O)[O-])CC1	-5	-45	102	103	-2	-3	14	-1	-1	-3	100
CNc1nc(-c2ccc3c(c2)CCN3S(=O)(=O)c2ccccc2)c(C)s1	-2	-47	99	103	0	-9	17	1	-2	-2	98
CC(NC(=O)c1cn(C)c2ccc(S(=O)(=O)N3CCCC3)cc2c1=O)c1ccc2c(c1)OCCO2 (stereo not drawn)	-3	8	101	104	-1	-10	35	-7	-16	1	103
COc1ccc(C(NC(=O)c2ccco2)c2ccc(OC)c(OC)c2)cc1OC	-3	0	100	104	-2	-1	18	-4	-1	-3	100
CC1=NN(C(=O)c2nn(C)cc2Br)C(O)(C(F)(F)F)C1 (stereo not drawn)	-4	-58	103	100	0	0	11	-3	-2	0	102
O=C(c1cccc(S(=O)(=O)N2CCCCCC2)c1)N1CCN(c2ccccc2)CC1	-4	-22	104	?	-1	28	11	-3	-7	-4	104
Cc1ccsc1C(=O)Nc1ccc(C(=O)O)cc1	-2	-13	111	113	-2	0	11	-2	-1	-1	121
O=C(CN1C(=O)NC2(CCCc3ccccc32)C1=O)N1CCc2ccccc2C1 (stereo not drawn)	0	-29	98	99	-1	-10	45	-10	-10	0	96
COc1cccc(NC(=O)N2CCN(S(C)(=O)=O)CC2)c1	-4	-7	102	?	-6	-1	15	1	3	-5	102
Cc1ccc(CO/N=C\Cc2snc(Sc3ncc(C(F)(F)F)cc3Cl)c2C#N)cc1	0	-28	100	102	-2	-2	10	-2	-4	-1	101
COc1ccc2c(-c3cccnc3)cc(=O)[nH]c2c1	0	-3	95	104	-1	-6	26	-11	-10	-1	101
CCOC(=O)Cc1nc(-c2ccc(Cl)cc2)n[nH]1	-1	-32	101	?	-2	-4	18	0	-6	1	100
Cc1cc(C(=O)CSc2nnnn2C)c(C)n1CCc1ccc(Cl)cc1	-4	-19	100	98	-3	-2	17	-5	-6	-6	100
Cc1c(C(=O)NCc2ccc(S(N)(=O)=O)cc2)oc2ccc(Cl)cc12	-2	-24	97	103	-2	-3	12	-4	-3	0	100
CC(CCc1ccco1)NC(=O)Cn1ncc2c(=O)oc3ccccc3c21 (stereo not drawn)	-7	-37	98	98	-5	-10	16	-5	-5	-7	98
CCn1c(C)nc2cc(C(=O)NNC(=S)Nc3ccccc3Cl)ccc21	-9	-73	103	97	-7	-21	14	-5	-1	-6	101
CC(C)n1c(SCC(N)=O)nc2c1c(=O)[nH]c(=O)n2C	0	-15	106	112	-6	-15	24	-10	-9	-3	103
COc1cc(SC)ccc1C(=O)Nc1ccncc1	-4	-8	100	102	2	-3	18	-4	-5	-4	101
COc1ccc(-n2nc3cc(C)c(NC(C)=O)cc3n2)cc1	-1	-5	104	102	0	-3	16	-1	-8	0	103
Nc1cc(N)cc(C(=O)OCC(=O)Nc2cc(S(=O)(=O)N3CCCCC3)ccc2Cl)c1	0	-56	91	93	0	0	8	0	-3	1	101
Cc1ccc(S(=O)(=O)N2CCCC2C(=O)NCCc2nc3ccccc3[nH]2)cc1 (stereo not drawn)	-4	1	nt	nt	-2	-3	18	-12	0	-1	nt
Cc1cc(C)cc(C(=O)NCC(=O)OCC(=O)N2c3ccccc3NC(=O)C2(C)C)c1	0	-24	91	81	16	10	9	1	7	4	88
CCOC(=O)C1=C(C)OC(N)=C(C#N)C1c1ccc(O)c(OC)c1 (stereo not drawn)	1	-50	71	73	4	4	9	0	3	2	85
O=C(CCc1nc2ccccc2s1)Nc1cccnc1	-3	-33	100	104	-1	-5	9	-6	-6	-3	101
CC[n+]1c(/C=C2\C=C(C)CC(C)(C)C2)sc2ccccc21	-9	-19	98	105	-5	-27	29	-8	-2	-4	94
NC(=O)C1CCN(C(=O)CN2CCc3ccccc32)CC1	-7	-32	102	96	-4	-8	35	-8	-12	0	101
C=CCn1c(SCC(=O)NCc2cccs2)nnc1C1CCCCC1	-5	-1	101	103	-2	-6	15	-8	-8	2	98
Cc1cc(Nc2ccccc2Cl)n2nnnc2n1	0	-25	87	90	0	-1	29	-6	-6	1	106
O=C(CCN1CCOCC1)c1ccc(Cl)cc1	0	-23	104	103	-1	-3	24	1	6	0	103
N#C/C(=C(/O)COC(=O)c1ccc2c(c1)OCCO2)c1nc2ccccc2[nH]1	0	-57	89	94	-1	-2	8	-1	0	0	97
Cc1cccc(N=Nc2c(N)n[nH]c2-c2ccc(Cl)cc2)c1	-8	12	100	99	-3	-6	25	-14	-12	1	99
Cc1ccc(C)n1-c1nccc(-c2ccco2)n1	-2	-26	99	?	0	-2	10	-2	-2	1	99
O=C(O)CC(Cc1ccc(Br)cc1)C(=O)O (stereo not drawn)	8	-6	104	106	8	5	54	5	5	3	98
CN(c1cccc(NC(=O)COc2ccccc2)c1)S(C)(=O)=O	-4	-18	102	101	13	-6	30	-8	-16	-2	103
CC1Cc2ccccc2N1C(=O)c1ccc(N2CCCCC2)c([N+](=O)[O-])c1 (stereo not drawn)	-2	-1	103	102	-4	-2	12	-3	-3	-1	105
O=C(CSc1nc2c([nH]c3ccccc32)c(=O)n1-c1ccc(F)cc1)NCc1ccco1	-3	-35	99	103	-1	-5	19	-4	-11	0	98
CN1CCN(CC(O)COc2ccc(OCC(O)CN3CCN(C)CC3)cc2)CC1 (stereo not drawn)	-5	-3	102	101	-2	-6	19	-3	1	-1	102
CCOc1cc(C2C3=C(CC(C)(C)CC3=O)OC3=C2C(=O)CC(C)(C)C3)cc([N+](=O)[O-])c1O	2	-25	95	?	2	0	14	1	0	3	96
COc1cc(N/N=C/c2ccccc2O)ncn1	-1	-47	98	100	-3	-8	6	0	0	-3	93
Cc1ccc(-n2c(C)cc3c2CC(C)(C)CC3=O)cc1C	6	6	101	95	0	-5	50	-3	-7	2	100
CCOc1ccc(C2C(C(=O)c3ccc(C)o3)=C(O)C(=O)N2CCN2CCOCC2)cc1OC (stereo not drawn)	0	-34	95	96	-1	-9	29	-8	-13	0	98
CCCn1c(SCC(=O)Nc2nnc(C)s2)nnc1-c1ccoc1C	-6	-14	103	118	-2	-10	14	-9	-12	0	105
O=C(CSc1nnc(-c2c[nH]c3ccccc23)n1-c1ccc(F)cc1)NCc1ccco1	-6	-15	91	94	-4	-8	13	2	-2	-6	77
O=C1c2cccc3cccc(c23)C(=O)N1CCN1CCN(CC(O)COc2ccccc2)CC1 (stereo not drawn)	-9	2	103	102	-6	-8	12	-6	-10	-7	106
Nc1ccc2nc(CN3CCOCC3)[nH]c2c1	0	46	101	100	0	-2	13	0	0	-1	99
O=C(Nc1cccnc1)c1cc(-c2ccccc2)on1	-7	-3	100	100	-4	-2	69	-4	-4	-2	100
Fc1ccc(-c2cc(C(F)(F)F)nc(NCc3cccs3)n2)cc1	-5	-5	103	105	-1	-3	12	2	0	-2	102
CN1CCN(c2ccc([N+](=O)[O-])cc2C(=O)N2CCCCC2)CC1	-4	-4	103	102	-5	-4	13	-3	-3	-1	102

Other structures
Molecule	Bcl-XL Bim block	Mcl1-Bid inh	RGS4-Gao reg	RGS7-Gao reg	Mcl-1 Bim block	Bcl-B Bim block	GSH bead fluor	Bcl-2 Bim block	Bim-Bfl-1	Bcl-W Bim block	RGS8-Gao reg
Cc1n[nH]c(C)c1CCc1nc2c3ccccc3nc(SCC(N)=O)n2n1	-2	-13	106	103	0	-5	16	-4	-10	3	102
CCOC(=O)c1sc2ncn(CC(=O)N(CC)CC)c(=O)c2c1C	1	-12	103	102	0	-5	49	-6	-9	0	102
NS(=O)(=O)c1ccc(CCNC(=O)Nc2ccc(Cl)c(Cl)c2)cc1	-2	-7	92	95	2	-7	28	-5	-12	2	97
Cn1cc(C(=O)NCc2ccccc2F)cn1	-8	-2	101	101	-3	-7	10	-2	-2	-3	99
CCOc1cccc(CN2CCN(c3cccc(C(F)(F)F)c3)CC2)c1O	-2	-8	102	97	-1	-9	14	-8	-13	0	102
Cc1cc(SCC(=O)OCC(=O)NCc2ccc3c(c2)OCO3)c(C)cc1Br	-4	2	100	100	-5	-2	23	-4	-3	-3	100
CCOC(=O)N1CCN(c2c(NCCc3ccc(C)cc3)c(=O)c2=O)CC1	0	-1	92	97	0	-1	18	-2	-3	0	98
COC(=O)Cc1c(C)c2ccc(OCC(=O)N(C)C)cc2oc1=O	-6	-38	103	100	-3	-5	34	-6	-12	0	104
c1n[nH]c(NC2=NCCC2)n1	-6	-4	95	95	-1	-9	32	-7	-13	0	96
CC(C)NC(=O)c1nc2ccccc2s1	-8	-32	100	99	-2	-8	36	-7	-12	-1	99

Screens (PubChem)
